RT RNaseH block: HIV-1 RT RNase H inhibitors, primary screen, biochemical, fluorescence | Gag-Pol polyprotein (Human immunodeficiency virus type 1 group M subtype B (isolate … | RT-RNase H RNA/DNA duplex cleavage | inhibition, % at 10 µM | hit rate 1.9% among 65,000; in the data active = inhibition above about 50%
RmlCD inh mix: RmlC and RmlD coupled enzyme inhibitors, primary screen, biochemical, 384-well, compound mixtures, retest. RmlC/RmlD coupled enzyme inhibition, 384-well mixture HTS. hit rate 0.39% among 110,000. inhibition, % at 5.5 µM; in the data active = inhibition above about 30%, passing the limit was not always enough; note: strong numbers were not always called active
Numbers without * were called inactive; x = no result given. Some of the compounds tested (hit frequency here may not be typical).

SMILES	RT RNaseH block	RmlCD inh mix
CCOc1ccc(OCc2ccc(C(=O)NCC3CCCO3)o2)cc1 (stereo unspecified)	-40	6
CCN(CC)C(=O)CSc1nnc(-c2cc3ccccc3cc2O)n1CC	-11	2
COC(=O)c1ccc(CSc2nc3ccccc3c(=O)n2-c2ccccc2)o1	x	-10
CCc1ccc(NC(=O)CN2CCc3ccccc3C2)cc1	x	-20
CCCOc1cc2c(C#N)c(N3CCCC3)nc(N)c2c(N)n1	x	8
O=c1n(-c2ccccc2)c(=O)n2n1CCCC2	-2	-1
CCCCN1C(=O)C(=O)NC[C@@H]1C(C)CC (stereo partly specified)	x	-5
COc1ccc(/C=C/C(=O)NNc2c(F)c(F)cc(F)c2F)cc1OC	x	12
COc1cccc(C(c2sc3nc(C)nn3c2O)N2CCc3ccccc3C2)c1 (stereo unspecified)	81*	-9
CCCc1cc(N2CCCC(C(=O)Nc3c(OC)cccc3OC)C2)n2ncnc2n1 (stereo unspecified)	-8	11
COC/C=C/C1=CC2=CC(=O)C(C)(OC(=O)c3ccco3)C(=O)C2=CO1 (stereo unspecified)	x	13
CCCCC(=O)Nc1cccc(NC(=O)CC)c1	-11	-11
COc1ccccc1-c1nc2n(n1)C(c1ccc(Cl)cc1)C(C(N)=O)=C(C)N2 (stereo unspecified)	-3	8
Cc1ccc(CNC(=O)c2cc3c(=O)n4cccc(C)c4nc3n(CC3CCCO3)c2=N)cc1 (stereo unspecified)	-6	x
CS(=O)(=O)CCC(C(=O)N1CCOCC1)N1C(=O)c2cc(Cl)c(Cl)cc2C1=O (stereo unspecified)	-7	-11
CC(=O)Nc1ccc2c(c1)C(=O)N(c1ccc(C)cc1)C2=O	x	4
CC(NC(=O)Nc1cccc([N+](=O)[O-])c1)(C(F)(F)F)C(F)(F)F	x	-3
CCOC(=O)C1=C(C)OC(N)=C(C#N)C1C1CCCCC1 (stereo unspecified)	-31	-9
COc1ccc(CNCCc2ccccc2)cc1OCC(N)=O	x	7
N#Cc1ccccc1NC(=O)Nc1cccc(Cl)c1	-12	44*
CN(CC(=O)NCc1cccs1)S(=O)(=O)c1cccc2cccnc12	-28	-13
COc1ccc(CCNc2oc(-c3ccc(C)cc3)nc2C#N)cc1OC	-14	-36
O=C(NCc1ccco1)C1CCN(c2ccc(N3CCOCC3)nn2)CC1	2	12
CC1(C)CC(=O)C(C=NCCN2CCN(C(=O)CC3CCCC3)CC2)=C(O)C1	-3	-13
C[C@@H]1CC=C[C@H]2[C@H]1C(=O)N(Cc1ccccc1)[C@H]2c1cccc([N+](=O)[O-])c1	x	13
Cc1ccc(-c2cc(C(F)(F)F)n3ncc(C(=O)O)c3n2)cc1	0	7
COc1ccc(N(C(=O)c2ccco2)C(C(=O)NC2CCCCC2)c2ccccc2)cc1 (stereo unspecified)	x	-11
O=C(NCc1cccnc1)[C@@H]1CC=C[C@@H]2CCN(Cc3ccc(Cl)c(Cl)c3)C(=O)[C@@H]21	x	11
COc1ccc(S(=O)(=O)N2CCN(C(=O)COc3ccc4c(C)cc(=O)oc4c3)CC2)cc1	-5	6
O=C(COc1ccccc1)N1CCN(C(=O)c2cccc(F)c2)CC1	-11	4
CCCN(CCC)C1CC(=O)N(Cc2ccccc2)C1=O (stereo unspecified)	12	0
CCCC(=O)Nc1nc2ccc(NC(=O)c3cccnc3)cc2s1	x	-12
COC(=O)c1cc(NC(=O)C2C3C=CC(C3)C2C(=O)O)cc(C(=O)OC)c1 (stereo unspecified)	x	-30
CCOC(=O)c1cnc(SCC(=O)c2ccc(C)cc2)nc1N	x	25
CC(C)CN(CC(C)C)S(=O)(=O)N1CCC(C(=O)NCc2ccc(F)cc2)CC1	-7	3
COC(=O)CCC(=O)Oc1ccc(OC(=O)CCC(=O)OC)cc1	33	x
Cc1ccccc1NS(=O)(=O)c1ccc(C)c(C(N)=O)c1	x	10
COc1ccc(CCn2c(N3CCOCC3)nc3c2c(=O)[nH]c(=O)n3C)cc1	x	-2
C=CCn1c(O)c(C(CC)=NCCCO)c(=O)[nH]c1=O	-5	5
Cc1c(C(=O)OC(C)C)[nH]c2c1C(=O)CCC2	-1	7
CCOC(=O)C(C(=O)NCC1CCCO1)C1CCCCC1 (stereo unspecified)	x	-13
COc1ccccc1NC(=O)c1ccc(COc2ccccc2OC)o1	-38	-6
CC(c1cccnc1)N(CCN(C)C)C(=O)Nc1ccc(Cl)c(Cl)c1 (stereo unspecified)	-6	2
O=C1CN(C(=O)COc2ccccc2)CCN1	-11	-6
O=C(NC1CCN(Cc2ccccc2)CC1)C1CCN(c2nnc(-n3cccc3)s2)CC1	-5	-8
CCOc1ccccc1CNCCO	x	10
COc1cc(NC(=O)C2CCCO2)c(C(=O)O)cc1OC (stereo unspecified)	-2	1
Cc1[nH]c2ccccc2c1C(O)CN1CCN(c2cccc(C(F)(F)F)c2)CC1 (stereo unspecified)	13	-12
CCn1nnc(-c2ccccc2NC(=O)c2cc(OC)cc(OC)c2)n1	1	-4
CC(NC(=O)Cn1nc(C(F)(F)F)c2c1CCC2)c1ccccc1 (stereo unspecified)	x	-3
O=C(c1cc(-c2ccccc2O)on1)N1CCCC1	-4	7
Cc1onc(-c2ccccc2)c1C(=O)NCc1ccccn1	0	-16
CNC(=O)c1cccc(N2CCCC2=O)c1	-28	-10
Cn1c(=O)c2c(ncn2CC(=O)OCc2ccccc2)n(C)c1=O	-13	4
Fc1cc(F)c(F)c(SCCc2ccncc2)c1F	-47	55
COc1ccc(CCNS(=O)(=O)c2ccccc2)cc1OC	-5	-12
Cn1c(=O)c2c(ncn2CC(=O)NCc2cccnc2)n(C)c1=O	-2	-6
CCN1CCN(Cc2ccc(NC(=O)Nc3ccccc3)cc2)CC1	-2	6
CC(=O)c1cccc(NC(=O)N2CCCC2C(=O)NCCc2ccccc2)c1 (stereo unspecified)	x	-8
CCCCCCOC(=O)NCC(O)c1ccccc1 (stereo unspecified)	-50	-9
(further entries)
SMILES	RT RNaseH block	RmlCD inh mix
CCC(C)N=CC1=C(O)C(C(=O)OC)C(C)(C)CC1=O (stereo unspecified)	x	-18
CC(C)C(OC(=O)c1ccco1)C(=O)NCc1ccco1 (stereo unspecified)	-14	-7
CCOC(=O)c1c(C)n(Cc2ccccc2)c2ccc(OCC(O)CN3C(=O)CNC3=O)cc12 (stereo unspecified)	-17	-18
CCOc1ccc(S(=O)(=O)Nc2ccc(Cl)cn2)c(C)c1C	-3	-5
CCOC(=O)/C(C#N)=C(\N)C(C)C(=O)Nc1ccccn1 (stereo unspecified)	5	-11
CCOc1ccc(-n2c(=O)cc(N3CCN(c4ccc(F)cc4)CC3)[nH]c2=O)cc1	1	-9
c1coc(CNc2c3c(nc4ncnn24)CCC3)c1	-3	11
O=C(NC(NC1CCS(=O)(=O)C1)C(=O)c1cccs1)c1ccccc1 (stereo unspecified)	-6	-7
COc1ccc(-n2c(O)cnc2Nc2nc(C)cc(C)n2)cc1OC	x	13
Cc1ccc(S(=O)(=O)N2CC3CCC2C3)cc1 (stereo unspecified)	-40	2
COc1cc2c(cc1OC)C(=NCCC(=O)O)NC(C)(C)C2	-33	x
COc1cc2c(cc1OC)-c1nnc(-c3ccco3)n1C1(CCCC1)C2	x	-15

20 entries from above, in markdown.
| smiles | RT RNaseH block | RmlCD inh mix |
| --- | --- | --- |
| CNC(=O)c1cccc(N2CCCC2=O)c1 | -28 | -10 |
| Cn1c(=O)c2c(ncn2CC(=O)OCc2ccccc2)n(C)c1=O | -13 | 4 |
| Fc1cc(F)c(F)c(SCCc2ccncc2)c1F | -47 | 55 |
| COc1ccc(CCNS(=O)(=O)c2ccccc2)cc1OC | -5 | -12 |
| Cn1c(=O)c2c(ncn2CC(=O)NCc2cccnc2)n(C)c1=O | -2 | -6 |
| CCN1CCN(Cc2ccc(NC(=O)Nc3ccccc3)cc2)CC1 | -2 | 6 |
| CC(=O)c1cccc(NC(=O)N2CCCC2C(=O)NCCc2ccccc2)c1 (stereo unspecified) | x | -8 |
| CCCCCCOC(=O)NCC(O)c1ccccc1 (stereo unspecified) | -50 | -9 |
| CCC(C)N=CC1=C(O)C(C(=O)OC)C(C)(C)CC1=O (stereo unspecified) | x | -18 |
| CC(C)C(OC(=O)c1ccco1)C(=O)NCc1ccco1 (stereo unspecified) | -14 | -7 |
| CCOC(=O)c1c(C)n(Cc2ccccc2)c2ccc(OCC(O)CN3C(=O)CNC3=O)cc12 (stereo unspecified) | -17 | -18 |
| CCOc1ccc(S(=O)(=O)Nc2ccc(Cl)cn2)c(C)c1C | -3 | -5 |
| CCOC(=O)/C(C#N)=C(\N)C(C)C(=O)Nc1ccccn1 (stereo unspecified) | 5 | -11 |
| CCOc1ccc(-n2c(=O)cc(N3CCN(c4ccc(F)cc4)CC3)[nH]c2=O)cc1 | 1 | -9 |
| c1coc(CNc2c3c(nc4ncnn24)CCC3)c1 | -3 | 11 |
| O=C(NC(NC1CCS(=O)(=O)C1)C(=O)c1cccs1)c1ccccc1 (stereo unspecified) | -6 | -7 |
| COc1ccc(-n2c(O)cnc2Nc2nc(C)cc(C)n2)cc1OC | x | 13 |
| Cc1ccc(S(=O)(=O)N2CC3CCC2C3)cc1 (stereo unspecified) | -40 | 2 |
| COc1cc2c(cc1OC)C(=NCCC(=O)O)NC(C)(C)C2 | -33 | x |
| COc1cc2c(cc1OC)-c1nnc(-c3ccco3)n1C1(CCCC1)C2 | x | -15 |

The listing continues:
SMILES	RT RNaseH block	RmlCD inh mix
CC(=O)c1cccc(NC(=O)c2cc(-c3ccc(C)cc3)on2)c1	52*	-14
Cc1ccc(CSc2nnc(-c3ccncc3)n2CC2CCCO2)cc1 (stereo unspecified)	x	-9
Cc1ccc2oc(=O)c3cnn(CC(=O)NC4CCCCC4C)c3c2c1 (stereo unspecified)	15	-4
CN1CCN(C(=O)/C(=C/c2ccccc2)c2ccccc2)CC1	x	-9
c1csc(-c2noc(COc3ccc4c(c3)CCCC4)n2)c1	-40	6
CCCOc1ccc(C(=O)NCCC(=O)NCCCC(=O)OCC)cc1	-5	-8
Cc1cc(C(=O)COC(=O)CCC(=O)c2ccc3c(c2)OCCO3)c(C)n1Cc1ccco1	-4	9
COc1cccc(SCc2noc(C(=O)NCCC(C)C)c2C(=O)NCCC(C)C)c1	x	-18
O=C1/C(=C/c2cccs2)CCc2ccccc21	x	-9
COCc1c(Br)c(C)[nH]c(=O)c1C#N	x	-9
O=C(CSc1nnc(Cc2cccs2)n1-c1ccccc1)NC1CCCCC1	-5	-21
O=C(CSc1nc2ccccc2o1)NCc1ccc2c(c1)OCO2	-29	5
CN(c1ccc(Cl)cc1)c1cc(=O)n(C)c2ccccc12	-23	-13
CCCN1CCN(CCCNC(=O)Cn2nc(-c3ccc(Cl)cc3)ccc2=O)CC1	-15	x
O=S(=O)(c1ccc(Cl)cc1)N1CCN(c2ccc(N3CCOCC3)nn2)CC1	-1	71
c1ccc(Cn2nnc(CNc3ccccc3)c2-c2c(CNc3ccccc3)nnn2Cc2ccccc2)cc1	x	3
O=C(CSc1nc(O)cc(=O)[nH]1)C1CC1	-3	-7
Cc1nn(-c2ccccc2)c(OC(=O)c2cccs2)c1S(=O)(=O)c1ccc([N+](=O)[O-])cc1	x	-12
CN1CCc2c(sc3c2C(=O)NC(/C=C/c2ccco2)N3)C1 (stereo unspecified)	-5	6
CCn1c2c(c3ccc(OC)cc31)CCCC2=O	-45	5
CCCc1ccc(-c2cc(NC(=O)CSc3n[nH]c(N)n3)n(-c3ccccc3)n2)cc1	x	-16
O=C(OCc1nc2ccccc2s1)c1cccc(S(=O)(=O)N2CCOCC2)c1	-27	4
Cc1csc(SC(C)C(=O)Nc2ccc(S(=O)(=O)N3CCCC3)cc2)n1 (stereo unspecified)	-1	8
COc1ccc(CC(=O)NC2CC(C)(C)NC(C)(C)C2)cc1	x	0
CSc1nnc(-c2sc3cc(Cl)ccc3c2Cl)n1C	-62	8
CCOC(=O)CC12CN3CN(C1)CC(CC(=O)OCC)(C3)C2=O	-1	5
CCOC(=O)c1sc(NC(=O)c2ccc(S(=O)(=O)N3CCOCC3)cc2)cc1C	-14	12
CCCn1c(SCC(=O)N2CCc3ccccc32)nnc1-c1ccco1	0	3
CS(=O)(=O)N(CC(=O)NCc1ccncc1)c1cc(Cl)cc(Cl)c1	-10	103
CCOC(=O)c1ccccc1NC(=O)CC1SC(=NC)N(C)C1=O (stereo unspecified)	-3	-14
COc1ccc2c(=O)c3c(=O)n(Cc4ccco4)c(-c4ccc(C)cc4)nc3oc2c1	12	11
CN(Cc1ccccc1)Cc1nc2c(c(=O)n(C)c(=O)n2C)n1CCc1ccccc1	2	9
CCOC(=O)COc1ccc2c(c1)C(=O)CC(C)(C)O2	6	-1
CCOCCCNC(=O)CCNS(=O)(=O)c1ccc(C)cc1	-6	-1
CCC(=O)Nc1c(C#N)c2nc3ccccc3nc2n1-c1ccc(C)cc1	-6	x
CC(=O)Nc1ccc(S(=O)(=O)N(CC(=O)O)Cc2ccccc2)cc1	11	-11

Fetched one by one from the list above (2):
SMILES	RT RNaseH block	RmlCD inh mix
CCOC(=O)CC12CN3CN(C1)CC(CC(=O)OCC)(C3)C2=O	-1	5
CCOC(=O)COc1ccc2c(c1)C(=O)CC(C)(C)O2	6	-1

Additional results
SMILES	RT RNaseH block	RmlCD inh mix
Cc1sc2ncnc(Nc3ccccc3)c2c1C	x	5
Cc1nn(-c2ccccc2)c(C)c1C(=O)OCC(=O)NC(=O)NC1CCCCC1	7	6
CCCC(=O)Nc1nc2nc(-c3ccccc3)cc(-c3ccccc3)n2n1	x	-25
CCn1c(=O)cc(OCC(=O)NCc2ccco2)c2ccccc21	-12	12
CNC(=O)CSc1nnc(-c2cc(C)cc(C)c2)o1	-14	3
CCCCC/C=C\C[C@H](O)/C=C/c1cccc(C[C@H](O)CCCCO)n1	x	12
COc1ccc(OC)c(C(c2nnnn2Cc2ccccc2)N2CCN(C3CCCCC3)CC2)c1 (stereo unspecified)	1	3
CCc1nc(NCC2CCCO2)c2oc3ccccc3c2n1 (stereo unspecified)	-4	-26

Source: PubChem (several laboratories)
